# Screening data: PubChem, several laboratories
# NALP1 inh: inhibitors of NALP1 inflammasome in yeast; AID 2071; hit rate 0.61% among 280,000; inhibition, % at 10 µM; S. cerevisiae NALP1/ASC/caspase-1 growth, X-gal OD620, 72 h; in the data active = inhibition mostly above about 24%, no sharp cut-off; inactive = mostly below about 32%; also: some compounds called inactive have numbers as strong as hits
# M18AAP inhibitor: PfM18AAP enzyme inhibition; inhibition, % at 7.35 µM; hit rate 1.2% among 290,000; AID 1822; recombinant PfM18AAP, H-Glu-NHMec fluorogenic cleavage;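 active = inhibition above the campaign mean inhibition over all tested compounds plus 3 SD, cut at about 28% in these data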;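 also: 0% = plate median of test compound wells and 100% = 2 mM ZnCl2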
# V1aR counter: V1a receptor agonism, counter-screen for OXTR agonists; AID 2797; activation, % at 3 µM; CHO-V1R cells, Fluo-8 calcium fluorescence, agonist mode; 0% DMSO, 100% 3 nM vasopressin; P37288; hit rate 0.25% among 320,000;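 active = activation above the mean activation of all tested compounds plus 3 SD, per screening run, cut at about 20% in these data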;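 also: signal is peak over basal fluorescence ratio across a 100 second FLIPR read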
# MEKK2wt PB1 HTS: raises or lowers MEK5 binding to wildtype human MEKK2 PB1 domain | hit rate 1.1% among 290,000 | bead flow cytometry, Alexa488-MEK5 binding to MEKK2 WT; actives lie on both sides | binding response (% of control), % at 10 µM | Q9Y2U5; in the data active = binding response below about 67% or above about 130%
# MEKK2 mut-MEK5: signal of MEK5 binding to mutant human MEKK2 PB1 domain; AID 1530; percent response, % at 10 µM; bead flow cytometry, Alexa488-MEK5 binding to MEKK2 mutant; hit rate 0.35% among 290,000; in the data active = percent response above about 24%, passing the limit was not always enough; also: inactives centre near 1; some results filed as inactive read as strong as hits
# OXTR ag: activates the human oxytocin receptor; activation, % at 3 µM; P30559; CHO-OTR cells, Fluo-8 calcium fluorescence; normalized: DMSO 0%, oxytocin 100%; AID 2435; hit rate 0.32% among 320,000;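 active = activation above the mean of all tested compounds plus 3 SD, cutoff set per screening run, cut at about 20% in these data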;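 also: peak over basal fluorescence ratio from a 100 s FLIPR kinetic read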
# Target sequence (P30559 whole entry, looked up): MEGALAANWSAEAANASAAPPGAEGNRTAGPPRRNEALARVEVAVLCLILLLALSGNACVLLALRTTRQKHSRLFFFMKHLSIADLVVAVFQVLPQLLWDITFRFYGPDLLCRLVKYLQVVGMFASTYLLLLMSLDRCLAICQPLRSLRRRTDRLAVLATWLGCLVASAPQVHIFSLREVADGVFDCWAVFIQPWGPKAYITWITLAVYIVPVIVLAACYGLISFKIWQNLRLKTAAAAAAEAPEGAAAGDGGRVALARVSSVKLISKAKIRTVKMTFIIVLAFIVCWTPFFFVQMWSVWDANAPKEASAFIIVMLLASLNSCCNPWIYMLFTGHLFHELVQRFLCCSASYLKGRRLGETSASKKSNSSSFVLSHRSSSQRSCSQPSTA
# GPR7 antagonist: human neuropeptides B/W receptor 1 antagonism | GPR7-expressing cells, fluorescence antagonist assay | inhibition, % at 4.4 µM | hit rate 1.1% among 290,000 | P48145; in the data active = inhibition above about 16%, passing the limit was not always enough;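 also: cells stimulated with the agonist NPW; 0% = agonist with vehicle and 100% = vehicle without agonist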
# Target sequence (P48145 whole entry, looked up): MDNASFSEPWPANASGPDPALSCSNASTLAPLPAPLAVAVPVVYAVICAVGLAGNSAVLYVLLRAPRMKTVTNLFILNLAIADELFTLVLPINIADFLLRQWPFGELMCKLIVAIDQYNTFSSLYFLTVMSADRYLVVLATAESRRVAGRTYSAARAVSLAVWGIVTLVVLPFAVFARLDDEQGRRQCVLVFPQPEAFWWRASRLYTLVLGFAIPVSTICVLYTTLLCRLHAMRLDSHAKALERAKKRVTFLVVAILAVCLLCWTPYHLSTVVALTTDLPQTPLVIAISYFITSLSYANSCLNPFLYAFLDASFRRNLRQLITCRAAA
# OXTR potentiate: potentiates the human oxytocin receptor response; P30559; CHO-OTR cells, Fluo-8 calcium fluorescence, potentiator mode; 0% = oxytocin EC15, 100% = EC100; activation, % at 3 µM; hit rate 0.061% among 320,000; AID 2445;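 active = activation above that plate's cutoff, the mean activation of tested compounds plus 3 SD, cut at about 6.6% in these data, passing the limit was not always enough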;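 also: 100% uses oxytocin at 75 nM as the full agonist control; some results filed as inactive read as strong as hits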
#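 Measured by – Fluo-8 calcium dye fluorescence · Test system – human OTR in CHO cells · Dosing – one concentration, 3.0 µM compound · Controls – EC15 oxytocin alone as 0%, 75 nM oxytocin as 100% · Evaluation – normalized max/min fluorescence ratio, % activation · Timing – 6 min pre-incubation, 100 s read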
# GalR3 antag: antagonists of human GalR3; O60755; HEK293 GalR3-CNG cAMP membrane potential fluorescence; galR3 body fused to GalR1 C-terminus; inhibition, % at 3 µM; hit rate 0.44% among 360,000;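 active = inhibition above the screen-wide average plus 3 SD, cut at about 13% in these data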;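 also: forskolin and galanin both at EC90 stimulate the cells; cAMP rise reported by CNG channel membrane potential dye signal; 0% = forskolin plus galanin with DMSO and 100% = forskolin alone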
# Target sequence (O60755 1-299 limits assumed): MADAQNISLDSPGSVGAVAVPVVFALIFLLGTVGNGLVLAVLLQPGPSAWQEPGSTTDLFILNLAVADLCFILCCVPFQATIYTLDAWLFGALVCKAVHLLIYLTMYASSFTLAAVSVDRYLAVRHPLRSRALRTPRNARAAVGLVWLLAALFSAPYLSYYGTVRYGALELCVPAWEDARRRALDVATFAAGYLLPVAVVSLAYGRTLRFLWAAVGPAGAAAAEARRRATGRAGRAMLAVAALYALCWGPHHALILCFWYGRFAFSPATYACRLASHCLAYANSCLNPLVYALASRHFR
# Numbers without * were called inactive; / = not tested or not shown; & = joins results of further samples; [ ] = another dose, or the depositor's remark. Hits appear at their usual frequency; any-hit rate near 4.1%.
SMILES,NALP1 inh,M18AAP inhibitor,V1aR counter,MEKK2wt PB1 HTS,MEKK2 mut-MEK5,OXTR ag,GPR7 antagonist,OXTR potentiate,GalR3 antag
CC(=O)c1cnc2nc(C(F)(F)F)nn2c1C,-22,-3,2.0,101,4,-0.3,3,-1,-2
O=C(NNS(=O)(=O)c1ccc(F)cc1)c1cnn(-c2ccccc2)c1C(F)(F)F,18,0,2.3,102,4,2.6,1,-11,0
O=C(NNS(=O)(=O)c1ccc2ccccc2c1)NC1CCCCC1,40,-35,0.9,103,3,-0.7,-12,-2,-4
CN(Cc1ccccc1)C(=O)c1nc2ccccn2c1CNCCCOc1cccnc1,-5,3,0.5,97,-8,0.2,-7,-1,-5
COc1ccc(C2C3=C(CCCC3=O)Nc3ccc4ncccc4c32)cc1OC (stereo not drawn),10,-3,0.1,105,9,0.2,-10,-5,-4
CCOC(=O)CC1(c2ccccc2)CCOC(C)(C)C1 (stereo not drawn),4,-22,-0.2,111,2,-0.4,-8,-4,-5
CCCn1[nH]cc(SC)c(=O)c1=O,-18,13,0.1,96,-6,-1.7,-9,-1,-5
CCOc1ccccc1OCC(=O)Oc1ccc(C)c(C)c1,22,1,1.3,109,3,-2.5,-7,-3,-10
NS(=O)(=O)c1cccc(NC(=O)COC(=O)CCC2CCCC2)c1,/,/,0.3,/,/,0.8,/,-1,-3
Cc1ccc(NC(=O)CNc2cc(S(=O)(=O)N3CCOCC3)ccc2NCC2CCCO2)cc1F (stereo not drawn),4,19,1.4,107,10,-0.8,5,-5,-1
O=C1CCCN1CC(CN1CCOCC1)Sc1nnnn1-c1ccccc1 (stereo not drawn),31,-2,0.2,108,5,0.0,-13,-13,-4&-5
COc1ccc(-c2cc(C(=O)NCc3cccnc3)no2)cc1OC,24,-13,0.4,94,2,-0.8,-8,-2,-1
NS(=O)(=O)c1ccc(CCNC(=O)CNC(=O)Cc2cccc3ccccc23)cc1,0,-8,1.0,97,-11,-0.3,-6,-2,-10
COCCn1c(COc2cccc(OC)c2)nnc1SCC(=O)N1CCOCC1,8,-3,0.6,99,3,0.3,-10,-2,1
COc1cc(O)c(C(C)=O)c(CC(=O)O)c1,-5,/,1.4,104,4,0.8,/,0,-2
COC(=O)c1c(NC(=O)c2ccc(C)o2)sc2c1CCCCC2,20,9,/,111,5,/,8,/,-2
CCN(CC)S(=O)(=O)c1ccc2[nH]cc(C(=O)NCCC3=CCCCC3)c(=O)c2c1,-3,9,-0.4,95,1,-0.6,-2,-6,-6
COc1ccc(OCC(=O)OCCN(C)C)cc1,26,5,-0.3,105,8,-0.3,0,-9,0
Cc1ccc(N2CC(C(=O)Nc3nnc(SCCN4CCOCC4)s3)CC2=O)cc1 (stereo not drawn),2,2,-0.8,115,19,-0.4,-10,-6,-2
c1cncc(-c2nc(-c3ccc4c(c3)OCCO4)cs2)c1,5,-3,-0.5,96,-3,-2.0,-7,-9,-7
COc1cccc(-c2nc(CS(=O)(=O)CC(=O)NCc3ccc(Cl)cc3)c(C)o2)c1,11,0,2.8,112,6,4.3,-3,-7,/
CCOC(=O)c1ccc(Cl)c(NC(=O)c2ccc(-c3ccccc3)cc2)c1,10,-2,0.9,101,4,0.0,-7,-5,0
Cc1ccc(S(=O)(=O)O)c(C)c1N1CCCC1=O,19,9,-0.2,96,-5,0.4,-5,-4,-3
CCN(C(=O)COC(=O)/C=C/c1ccco1)c1c(N)n(Cc2ccccc2)c(=O)[nH]c1=O,/,/,0.5,/,/,0.6,/,-3,-6
COc1ccc2c(c1)CCc1c(C(=O)N(C)c3ccccc3)noc1-2,-1,-15,1.6,106,5,-0.9,-7,-29,-6

# 4 entries picked at random from the list so far:
SMILES,NALP1 inh,M18AAP inhibitor,V1aR counter,MEKK2wt PB1 HTS,MEKK2 mut-MEK5,OXTR ag,GPR7 antagonist,OXTR potentiate,GalR3 antag
COc1ccc(-c2cc(C(=O)NCc3cccnc3)no2)cc1OC,24,-13,0.4,94,2,-0.8,-8,-2,-1
COc1cccc(-c2nc(CS(=O)(=O)CC(=O)NCc3ccc(Cl)cc3)c(C)o2)c1,11,0,2.8,112,6,4.3,-3,-7,/
CCN(CC)S(=O)(=O)c1ccc2[nH]cc(C(=O)NCCC3=CCCCC3)c(=O)c2c1,-3,9,-0.4,95,1,-0.6,-2,-6,-6
CCOC(=O)c1ccc(Cl)c(NC(=O)c2ccc(-c3ccccc3)cc2)c1,10,-2,0.9,101,4,0.0,-7,-5,0

# Later entries:
SMILES,NALP1 inh,M18AAP inhibitor,V1aR counter,MEKK2wt PB1 HTS,MEKK2 mut-MEK5,OXTR ag,GPR7 antagonist,OXTR potentiate,GalR3 antag
COc1ccc(N/C(=C(/C(Cl)=C(Cl)Cl)[N+](=O)[O-])n2nnc3ccccc32)cc1OC,3,18,1.8,89,-3,0.0,7,-2,/
O=C(Nc1ccccc1C(F)(F)F)c1cc2ncc(CCCl)cn2n1,32,0,0.1,98,-1,-0.8,-7,1,1
CCOCCCNC(=S)Nc1ccc(S(N)(=O)=O)cc1,-7,21,-0.3,101,-2,1.7,0,3,0
O=C(CCC(=O)NNC(=O)Nc1cccc(Cl)c1)NCc1ccccc1,-20,6,-0.8,82,-10,-1.3,13,-3,0
CCCCNC(=O)c1cc(-c2ccc(OC)cc2)on1,25,-2,0.6,109,7,-0.4,-2,-8,-1
CC(=O)NCCCc1nc2ccccc2n1Cc1cc(C)ccc1C,10,2,0.3,96,-2,-0.1,-12,-4,-4
COc1ccccc1C1CC(c2cccs2)=NN1C(=O)CCC(=O)O (stereo not drawn),-8,7,0.9,103,5,0.5,-11,-4,-6
COc1ccc(OC)c(C2=NOC(C(=O)NCc3cccnc3)C2)c1 (stereo not drawn),16,-16,-0.8,104,3,0.7,10,-5,-7
CC(C)N(CCNC(=O)C1CCN(S(=O)(=O)N2CCOCC2)CC1)Cc1ccccc1,-1,0,0.8,/,/,1.4,-17,-4,0
CC[C@@H](C(=O)n1nc(C)cc1C)[C@H](NS(=O)(=O)c1ccc(C)cc1)c1ccccc1,-10,-7,-0.1,98,1,-1.2,-8,-15,-2
O=C(Nc1cccc(C(F)(F)F)c1)n1cc(-c2ccccn2)c(N2CCOCC2)n1,-21,-3,8.7,108,0,2.1,-8,-15,-1
COCc1c(C(=O)NCc2ccccc2CN2CCCC2)oc2ccccc12,/,/,-0.6,/,/,-1.1,/,2,-9
CCC(=O)c1ccc(OC(=O)/C=C/c2cc(OC)c(OC)c(OC)c2)cc1,2,6,0.7,109,4,-0.2,-2,-5,0
CC(=O)Cn1ncc(N2CCCCC2)c(Cl)c1=O,0,-4,-0.6,75,-11,0.1,20,-1,-7
CCC(C)(C)C(=O)Nc1ccc(OC)cc1[N+](=O)[O-],17,13,-1.2,104,4,-1.4,1,0,/
O=C(COc1ccccc1)NCC(=O)N/N=C/C=C/c1ccccc1,22,0,-0.6,110,16,-0.2,-6,-2,-2
CCOc1ccc(CN2CCN(C/C=C/c3ccc(OC)cc3)CC2CCO)cc1 (stereo not drawn),4,-6,6.3,98,-6,5.3,-11,-5,0
CCC(C)NC(=O)COc1ccc(OCc2ccccc2)cc1 (stereo not drawn),-22,3,4.8,101,-1,4.6,-6,-5,-7
Cc1ccccc1C(=O)N1CCN=C1SCc1ccc([N+](=O)[O-])cc1,-11,8,6.1,96,-7,3.2,41*,-15,-2
Cc1ccc(C2C=C(c3ccccc3OC(F)F)Nc3ncnn32)cc1 (stereo not drawn),13,3,-0.8,/,/,-1.2,-2,-3,-1
Cc1ccc(N2C(=O)CC(n3nc(C)cc3C)C2=O)cc1 (stereo not drawn),6,6,0.9,103,4,-0.7,-9,-1,-4
CCN(CC(=O)Nc1ccc(NC(C)=O)cc1)C(=O)CSc1ncnc2sc(C)c(C)c12,/,/,0.2,/,/,-0.8,/,1,-2
Cc1cc(NCCN2CCOCC2)n2nc(C)c(-c3ccccc3)c2n1,0,4,-0.8,108,18,-1.9,-16,-10,-2
O=S(=O)(NC(=S)NC1CCCCC1)c1ccccc1,-14,-3,0.6,6.0*[inhibitor],-23,0.0,2,-10,3
COc1cccc(/C=C/c2ccccn2)c1O,14,-5,-0.9,99,27,5.7,-6,-4,-5
# (continued)
SMILES,NALP1 inh,M18AAP inhibitor,V1aR counter,MEKK2wt PB1 HTS,MEKK2 mut-MEK5,OXTR ag,GPR7 antagonist,OXTR potentiate,GalR3 antag
COCC(COCCCNC(=O)Nc1ccc(Br)cc1)OC (stereo not drawn),-1,-9,0.8,/,/,0.1,1,-12,-3
COc1ccc(OC)c2[nH]c(=O)c(CCNS(=O)(=O)c3ccccc3)cc12,-1,2,0.6,/,/,1.0,-7,-7,1
O=C(CCC1CCCN(C(=O)CCCc2ccccc2)C1)N1CCN(c2ccccn2)CC1 (stereo not drawn),/,-11,5.2,97,-7,1.7,-2,-5,9
CO[C@H]1C=CO[C@@]2(C)Oc3c(C)c(O)c4c(O)c(c5c(nc6cc(C)ccn65)c4c3C2=O)NC(=O)C(C)=CC=C[C@H](C)[C@H](O)[C@@H](C)[C@@H](O)[C@@H](C)[C@H](OC(C)=O)[C@@H]1C,16,48*,/,105&101,5&3,/,-4,/,/
O=C1c2cccnc2C(O)N1Cc1ccco1 (stereo not drawn),32,1,0.6,/,/,0.9,-8,2,-6
Cc1ccccc1-c1noc(-c2ccccc2F)n1,0,-5,-0.4,87,-11,-0.6,-9,-7,-3
CC(=O)c1ccc(NC(=O)C(C)Sc2nnc(C3CC3)n2C2CC2)cc1 (stereo not drawn),/,/,0.8,/,/,0.2,/,-7,-5
FC(F)(F)c1cccc(CNC2c3ccccc3-c3ccccc32)c1,25,2,-0.1,106,2,-0.1,-14,-11,4
CCCC(=O)OCCNc1cc(Sc2nccn2C)c2nonc2c1[N+](=O)[O-],24,-27,-1.2,105,-1,-1.0,-1,-3,40*
Cc1[nH]c2ccccc2c1/C=C(\C#N)C(=O)NC1CC1,13,0,-0.9,99,-2,-0.5,-18,-4,-3
O=C(O)c1ccc(N=NN2CCCC2)cc1,0,-3,0.9,102,3,1.3,-4,0,-5
O=C(Nc1ccccc1N1CCOCC1)C1Cc2ccccc2CN1C(=O)c1ccco1 (stereo not drawn),15,-1,-1.3,107,10,-1.4,-2,-2,-3
CCSCc1nnc(SCC(=O)Nc2nc3ccccc3s2)n1C,8,-12,1.0,/,/,0.6,-2,-4,-3
CN=c1scc(-c2ccc(Br)cc2)n1C,-3,2,0.1,105,3,0.1,-3,-7,-1
COc1ccc(Nc2c(-c3ccc(OC)cc3)nc3cnccn23)cc1,-8,1,0.0,103,-1,-0.5,4,-4,-4
CCOC(=O)c1sc(N)c(C#N)c1COC(=O)CNC(=O)c1ccccc1,2,3,1.6,101,1,0.7,-5,-7,-2
c1ccc(CN2CCN(Cc3nnc(-c4ccccc4)o3)CC2)cc1,17,1,0.4,93,-6,0.0,1,-8,4
Cc1ccc(C)c(NC(=O)C(Sc2nnc(-c3cccs3)o2)c2ccccc2)c1 (stereo not drawn),7,7,1.0,111,12,-1.2,0,-2,-4
CC(Cn1cnc2ccccc21)C(=O)O (stereo not drawn),-1,-3,0.8,101,2,-0.4,-11,-1,-1
Cc1ccc(-n2c(SCC(=O)N3CCN(c4ccccn4)CC3)nnc2N2CCCC2)cc1,/,/,0.8,/,/,-2.1,/,2,-2
COC(=O)c1cn(NC(=O)c2ccc([N+](=O)[O-])cc2Cl)c(=O)c2ccccc12,2,1,0.2,101,0,-0.3,2,-3,-3
